# Screening data as filed in PubChem BioAssay.
# Integrin act MD – activators of alpha7 integrin expression for muscular dystrophy; 350,000 tested, 0.064% active; alpha7betagal myoblasts, beta-gal FDG fluorescence, 48 h; AID 624291; Potency, µM (doses to about 38.3 µM), without a hit: at the top dose activation, actives largely listed as activators;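 further: potency means the concentration at half of the fitted maximal effect; 100% = response of the positive control SU9516; nearly all actives have a fitted effect of over 60% in size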
#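 alpha7betagal+/- myoblasts (passage 13, 250/well) treated 48 h at 37C with compounds at 1:260 dilution of DMSO stock. Lysed, then beta-galactosidase activity read as FDG fluorescence (ex 480/em 540) after 30 min, with pre-read for autofluorescence.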
# ASM inhibitor – human S-ASM enzyme inhibition; placental ASM, HMU-PC fluorogenic substrate, 60 min; P17405; Potency, µM (top dose mostly 57.5 µM), for inactives: top-dose activity change, negative = inhibition, most hits filed as inhibitors; 340,000 tested, 0.006% active; further: potency means the concentration at half of the fitted maximal effect
#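 Fluorescence read-out (Ex 386 nm, Em 447 nm) after stopping the reaction at pH 10. Enzyme: ASM from human placenta; substrate HMU-PC0, 9 uM final; 60 min, 37 °C. Compound preincubation 10 min, ambient temperature.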
# TCR activator – activates T cell receptor signaling. Potency, µM (top dose mostly 9.22 µM), inactives show at the top dose activation of IL-2 secretion, usual class: activators. primary human leukocytes, anti-CD3, IL-2 HTRF, 48 h. 330,000 tested, under 10 active. AID 504894; further: % of control where 0% means no effect
#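 Activity was scored as IL-2 release from primary human leukocytes given only a TCR signal (a-CD3 beads) plus compound for 48 hr. Detection used a two-antibody HTRF format read at 665nm.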
# AT treatment – potential ataxia-telangiectasia treatments restoring KAP-1 phosphorylation. […] A-T fibroblasts, KAP-1 phosphorylation AlphaLISA; neocarzinostatin DNA damage 30 min before lysis. Potency, µM (top dose mostly 57.5 µM), inactives show top-dose activation, actives largely listed as activators. 320,000 tested, 0.19% active. AID 485349; further: potency means the concentration at half of the fitted maximal effect; % of control where 0% means no effect; nearly all actives have a fitted effect of over 45% in size
#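 ATM-like activity read as KAP-1 phosphorylation via AlphaLISA donor/acceptor antibody pairs after lysis and 6 hr at 25C. Cells were ATM-null patient fibroblasts ([…], hTERT), dosed 60 min, then exposed to the DSB inducer NCS for 30 min.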
# Chronic BCR inh – blocks chronic active B-cell receptor signaling | ABC-DLBCL IkBa-CBG/CBR reporter, luminescence ratio, 4 h | 340,000 tested, 0.05% active | Potency, µM (titrated, usually from 46.1 µM), for inactives: top-dose ratio change, negative = lower green/red ratio, hits mostly inhibitors; active means well fitted inhibition curve with a large enough effect in the signal ratio, with a control signal flat, not every such curve was filed as active; inconclusive means small, poorly fitted or top-dose-only effect, or effect the other way, or a change in a side signal; the % refers to the signal ratio;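 further: potency means the concentration at half of the fitted maximal effect; plate controls were basal doxycycline-induced cells for no effect and cells given 10 µM MG132 for full effect; MG132 reads +100%, hits lower the ratio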
#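 TMD8 human ABC-DLBCL cells with doxycycline-inducible IκBα–green luciferase fusion and unfused red luciferase, in 0.5% FBS medium; compounds up to 46 uM, 4 h at 37C. Green/red luminescence ratio, filter-overlap corrected, fitted to concentration-response curves.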
# TSHR antag – human thyrotropin receptor antagonism | P16473 | TSHR-expressing cells, TSH-stimulated cAMP HTRF, 2 h; active compounds read low | activity change, negative = inhibition, % at 11.5 µM | 330,000 tested, 0.2% active | AID 504810;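 active means activity change below a set negative limit, meaning inhibition stronger than a set level, cut at about -70% in these data; inconclusive means activity change between two set negative limits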; further: on the % scale 0 is the no-effect control and ±100 the full control effect
#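 Read-out is FRET at 665 nm (cryptate excitation 337 nm) from a cryptate-tagged anti-cAMP antibody, competed by cell cAMP against cAMP-d2. Compounds are tested on freshly harvested TSHR cells challenged with 4nM TSH (EC80) for 2 hours at 37 deg C.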
# Eya2 inh – blocks the phosphatase activity of human Eya2. AID 488837. 330,000 tested, 0.006% active. O00167. Potency, µM (highest dose often 76.9 µM), for the others: top-dose activity, negative = inhibition, usual class: inhibitors. recombinant Eya2, OMFP fluorescence dephosphorylation (OMFP is methylfluorescein phosphate); further: potency means the concentration at half of the fitted maximal effect; on the % scale 0 is the no-effect control and ±100 the full control effect
# Target sequence (O00167 whole entry, looked up): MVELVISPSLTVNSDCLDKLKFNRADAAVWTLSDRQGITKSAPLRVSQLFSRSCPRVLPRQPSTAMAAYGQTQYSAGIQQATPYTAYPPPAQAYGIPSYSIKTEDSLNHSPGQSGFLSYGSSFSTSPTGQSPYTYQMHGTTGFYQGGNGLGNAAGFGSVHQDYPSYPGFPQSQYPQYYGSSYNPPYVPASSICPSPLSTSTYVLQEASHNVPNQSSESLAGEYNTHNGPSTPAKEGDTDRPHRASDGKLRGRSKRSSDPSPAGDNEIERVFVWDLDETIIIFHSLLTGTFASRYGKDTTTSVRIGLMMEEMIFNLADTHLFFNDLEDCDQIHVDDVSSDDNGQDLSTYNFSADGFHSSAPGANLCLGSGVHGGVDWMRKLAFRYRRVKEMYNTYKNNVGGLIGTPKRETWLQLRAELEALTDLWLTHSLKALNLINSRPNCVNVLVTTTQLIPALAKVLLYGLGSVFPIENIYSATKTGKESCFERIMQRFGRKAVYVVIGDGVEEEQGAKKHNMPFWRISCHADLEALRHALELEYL
#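 Eya2 (0.2 uM) preincubated 10 min at ambient with compound, then OMFP substrate added at 50 uM; 10 min reaction in 50 mM HEPES pH 7.5, 50 mM NaCl, 5 uM MgCl2, 0.05% BSA, 1 mM DTT. Fluorescence read at Ex 485/Em 525 nm.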
# ELG1 repair inh – ELG1-dependent DNA repair inhibition; HEK293T ELG1-luciferase reporter, luminescence, 16 h; DNA damage induced by 5-fluorouridine; Potency, µM (highest dose often 46.1 µM), without a hit: at the top dose activity change, negative = inhibition, actives largely listed as inhibitors; 330,000 tested, 2.3% active; AID 504467; further: potency means the concentration at half of the fitted maximal effect; on the % scale 0 is the no-effect control and ±100 the full control effect; nearly all actives have a fitted effect of over 55% in size
#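 Step one: seed 2,000 cells per well. Step two: pin-transfer compound or DMSO alongside 5-fluorouridine. Step three: incubate 16 hr, 37 °C, 5% CO2. Step four: add ONE-Glo, wait 30 min, read luminescence.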
# TSG101-PTAP inh – blocks PTAP/TSG101 interaction to inhibit HIV-1 budding; Q99816; Fluorescence polarization, FITC-PTAP peptide / Tsg101 binding; Potency, µM (highest dose often 115 µM), for inactives: at the highest dose activity change, negative = inhibition, usual class: inhibitors; 340,000 tested, under 10 active; active means well fitted inhibition curve with a large enough effect in the main read-out, with a control signal flat, not every such curve was filed as active; inconclusive means small, poorly fitted or top-dose-only effect, or effect the other way, or a change in a side signal; inactive means no such curve, though single readings can be large or run the other way; further: potency means the concentration at half of the fitted maximal effect; % of control where 0% means no effect
#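 Fluorescence polarization binding of Tsg101 binding domain (10 uM final) to FITC-labeled PTAP peptide (50 nM final) in HEPES pH 7.5 buffer with NaCl, Tween 20, EDTA, TCEP. Compounds added before peptide; binding 20 min at RT.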
# Tb PFK block – blocks T. brucei phosphofructokinase | T. brucei PFK, ADP-Glo luminescence | Potency, µM (doses to about 57.5 µM), without a hit: top-dose activity, negative = inhibition, usual class: inhibitors | 330,000 tested, 0.17% active | AID 485367;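 further: potency means the concentration at half of the fitted maximal effect; 0% = uninhibited 1x PFK enzyme wells and -100% = no-enzyme wells; nearly all actives have a fitted effect of over 60% in size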
# Target sequence (O15648 whole entry, looked up): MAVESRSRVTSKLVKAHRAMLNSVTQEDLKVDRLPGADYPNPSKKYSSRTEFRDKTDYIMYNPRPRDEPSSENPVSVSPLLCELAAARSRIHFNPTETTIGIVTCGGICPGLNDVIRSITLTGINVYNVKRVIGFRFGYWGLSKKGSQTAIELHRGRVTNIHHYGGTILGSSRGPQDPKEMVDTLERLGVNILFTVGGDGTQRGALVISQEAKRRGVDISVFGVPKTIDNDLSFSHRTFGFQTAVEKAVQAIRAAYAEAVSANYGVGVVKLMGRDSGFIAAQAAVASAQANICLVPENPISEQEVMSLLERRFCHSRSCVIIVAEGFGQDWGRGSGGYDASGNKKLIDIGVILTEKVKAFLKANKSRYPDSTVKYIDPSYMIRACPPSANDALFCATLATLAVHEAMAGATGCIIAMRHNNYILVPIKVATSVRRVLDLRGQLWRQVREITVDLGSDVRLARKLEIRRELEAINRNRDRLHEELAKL
#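 Luminescent ADP detection (ADP-Glo, two-step: ATP depletion then ADP-to-ATP conversion for luciferase) reported PFK activity after 45 min room-temperature reaction of 1.25 nM enzyme with 0.5 mM F6P and 0.1 mM ATP at pH 8.0.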
# Mito fusion yeast – mitochondrial division inhibition or fusion activation; S. cerevisiae fusion-defective mutant growth rescue, CellTiterGlo 48 h; Potency, µM (series often up to 46.1 µM), without a hit: top-dose growth rescue (activation), hits mostly activators; 320,000 tested, 0.23% active; AID 485298;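 further: potency means the concentration at half of the fitted maximal effect; % of control where 0% means no effect; nearly all actives have a fitted effect of over 45% in size; temperature-sensitive fusion mutants such as fzo1-1 at 37 °C on non-fermentable ethanol glycerol medium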
#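 Luminescent cell viability in 1536-well qHTS format served as the measure of rescued growth in ts fusion-mutant S. cerevisiae cultured on non-fermentable YPEG for 48 hours at 37C.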
# Numbers without * were called inactive; ? = inconclusive; nt = no result given; [ ] = another dose, or the depositor's remark. Unless noted, the call rests on the fitted dose curve; in most records, active means well fitted curve in the direction sought with a large enough effect; inconclusive means small, poorly fitted or top-dose-only effect, or another doubt; inactive means no such curve, though single readings can be large; an effect the other way counts as inactive or inconclusive.
SMILES,Integrin act MD,ASM inhibitor,TCR activator,AT treatment,Chronic BCR inh,TSHR antag,Eya2 inh,ELG1 repair inh,TSG101-PTAP inh,Tb PFK block,Mito fusion yeast
C=CCNC(=O)c1cc(Cl)ccn1,-4%,2%,-5%,-4%,5%,7,-7%,?,-3%,-4%,4%
CC(C)CNC(=O)c1coc(=O)c(Br)c1,-64%[inhibitor],212%[activator],-2%,2%,?,-18,-3%,?,-6%,-4%,-2%
COc1cc(C2C(C#N)=C(N)Oc3cc(C)oc(=O)c32)cc2c1OCO2 (stereo not drawn),-11%,0%,-6%,-1%,?,0,5%,5%,-5%,-6%,-1%
Cc1cccc2c(N=Nc3ccc(S(=O)(=O)Nc4cccc(Cl)c4)cc3[N+](=O)[O-])c(O)[nH]c12,?,-9%,-7%,4%,1%,1,0%,15%,-7%,-2%,8%
CCN(CC)S(=O)(=O)c1ccc(C)c(NC(=O)COC(=O)C=C(C)C)c1,-3%,2%,-5%,-11%,-4%,-1,-2%,0%,-4%,-3%,-1%
CCOC(=O)C1CCCN(S(=O)(=O)CCNC(=O)c2cccc(OC)c2)C1 (stereo not drawn),-6%,-5%,-12%,25%,?,11,-4%,?,-1%,-9%,-5%
Oc1cccc(C=NCc2ccccc2)c1,1%,1%,-15%,-3%,?,1,3%,-1%,-5%,1%,0%
Cc1ccc2nc3c(nc2c1C)C(O)=C3O,-2%,5%,0%,1%,0%,-11,-15%,?,-1%,1%,-1%
COc1ccc(N2CCN(C(CNC(=O)C(C)C)c3ccc4c(c3)OCO4)CC2)cc1 (stereo not drawn),17%,-2%,-3%,-3%,7%,9,-11%,16%,-6%,0%,-7%
Cc1cccc(CCNCc2c(C(=O)O)c(C)n(-c3ccccc3)c2C)c1,25%,0%,0%,-3%,?,-3,9%,?,-2%,2%,-1%
Cc1nn(CC(=O)Nc2ccc3c(c2)nc(CCN2CCCCC2)n3C)c(=O)c2ccccc12,-26%,-2%,-14%,0%,?,-4,-9%,-14%,-3%,-1%,-4%
Cc1cc(C)c(CN2CCN(C(=O)Cn3ccc(NC(=O)OCc4ccccc4)nc3=O)CC2)c(C)c1,10%,-3%,-4%,3%,-3%,-31,-10%,-16%,0%,-13%,16%
C/C(=N\NC(=S)Nc1cc(S(=O)(=O)N2CCOCC2)ccc1Cl)c1ccc(N2CCOCC2)cc1,23%,95%[activator],-4%,3%,-15%,4,10%,?,1%,-2%,-2%
C=CCC(O)(CC=C)CNC(=O)c1ccc(OC)c(OC2CCN(C(C)=O)CC2)c1,27%,5%,-5%,11%,-1%,2,2%,-1%,-2%,-5%,-3%
Cc1c(C(=O)NCCc2ccccc2)oc2ccccc12,-14%,-1%,1%,5%,?,-11,-5%,?,-4%,-1%,3%
Cn1[nH]c(C(F)(F)F)c(C=NCc2ccc(Cl)cc2)c1=O,-19%,3%,4%,-3%,1%,-2,-6%,-15%,-6%,-16%,-9%
CC1CCCN(c2ccc(C(=O)Nc3ccc4c(c3)OCO4)cc2[N+](=O)[O-])C1 (stereo not drawn),1%,-12%,4%,-3%,7%,-31,-15%,21µM*,-3%,4%,18µM*
COc1cccc(C(=O)N/N=C/c2ccc(OC3CSC3)cc2)c1,-2%,1%,3%,-4%,?,-6,-25%,16%,-6%,-1%,1%
COC(=O)C1(NC(=O)NC23CC4CC(CC(C4)C2)C3)CCCCC1,?,3%,5%,6%,11%,13,-7%,7%,-6%,2%,0%
CCc1nnc(NS(=O)(=O)c2ccc(NC(=O)c3ccco3)cc2)s1,?,0%,0%,-3%,-7%,-1,-5%,4%,-3%,-6%,3%
O=C(CN1C(=O)NC2(CCCCCC2)C1=O)NCCc1ccccc1,-4%,4%,-1%,-3%,?,-1,-5%,14%,-2%,0%,-1%
Cc1noc(C)c1C(=O)Nc1sc(C)c(-c2ccccc2)c1C#N,-14%,1%,4%,-1%,-2%,-18,-1%,-11%,-3%,-12%,?
CCC(C)NS(=O)(=O)c1ccc(NC(=O)C2CCN(C(=O)c3ccco3)CC2)cc1 (stereo not drawn),4%,-1%,4%,2%,0%,-12,-6%,0%,0%,5%,2%
CCc1nc(SCC(=O)N2CCN(c3ccccc3)CC2)c2c(=O)n(C)c(=O)n(C)c2n1,nt,nt,nt,-6%,1%,5,-6%,-3%,nt,-7%,4%
CCOC(=O)Cc1csc(NC(=O)CSc2nc(=O)[nH]c3c2CCCC3)n1,-9%,3%,0%,-4%,3%,4,3%,-7%,-10%,13%,-8%
CC1=CN2C(=N)/C(=C/c3ccc(Sc4ccc(C)cc4)o3)C(=O)N=C2S1,-25%,-16%,-2%[46.1 µM],-5%,3%,3,0%,26%,1%,5%,7%
CCc1cc2c(-c3ccccc3)cc(=O)oc2cc1OC(=O)c1cccs1,5%,-4%,6%[46.1 µM],2%,0%,45,1%,16%,-1%,-4%,5%
Cc1nc2c3ccccc3nc(NNC(=O)CCC(=O)N3CCN(c4ccc(F)cc4)CC3)n2n1,-12%,-2%,-1%,-15%,2%,21,-3%,-7%,0%,-1%,10%
COc1ccc(C(=O)N2CC=C(c3ccccc3)CC2)cc1S(=O)(=O)N1CCOCC1,-23%,-2%,-8%,17%,-1%,-1,11%,-1%,-11%,5%,-3%
O=C(Nc1cccc(NC(=O)c2ccco2)c1)c1ccc2c(c1)OCO2,-2%,-1%,5%,1%,?,-3,6%,-25%,-5%,-1%,0%
COc1cc(/C=C/C(=O)OCC(=O)NCc2ccccc2OC)ccc1O,-6%,27%,4%,1%,?,2,19%,?,0%,-10%,-1%
CCCCc1ccc(NC(=O)CSCc2cc(=O)[nH][nH]2)cc1,19%,-2%,3%,0%,?,4,-12%,6%,0%,3%,-3%
COc1cccc(N2C(=O)CC(c3c[nH]c4ccccc34)C2=O)c1 (stereo not drawn),5%,4%,2%,3%,?,-6,-3%,12%,-3%,-3%,-1%
CN1CCN(C(=O)c2ccccc2NC(=O)c2ccccc2)CC1,-6%,1%,14%,3%,3%,14,-10%,19%,-3%,0%,-10%
CC(=O)Nc1ccc(S(=O)(=O)Nc2cc(-c3ccccc3)nn2C)cc1,40%,4%,9%,-2%,0%,0,12%,-16%,2%,2%,0%
CC(C)N1CCc2c(sc(NC(=O)c3cc4cc([N+](=O)[O-])ccc4s3)c2C(N)=O)C1,-63%[inhibitor],-12%,3%,-4%,?,-13,1%,-1%,1%,-9%,-1%
Cn1nc([N+](=O)[O-])nc1Oc1ccccc1C(=O)N1CCOCC1,-16%,2%,9%,4%,0%,3,4%,2%,-10%,0%,3%
CC1Cc2nc(SCC(=O)N3CCN(c4ccccc4)CC3)n(CCc3ccccc3)c(=O)c2S1 (stereo not drawn),-6%,-3%,6%,5%,?,-15,3%,15µM*,-2%,2%,18%
CCOc1ccc(OCCC(=O)N(CC)CC(=O)NCc2ccc(Cl)cc2)cc1,-5%,0%,-2%,-4%,-3%,-4,27%,-5%,-6%,-13%,0%
CC(=O)N(C(C)=O)c1nc2nc(C)cc(C)n2n1,-7%,1%,5%,9%,?,23,-16%,-19%,-3%,?,?
Cc1c(NC2(C#N)CCCCC2)c(=O)n(-c2ccccc2)n1C,12%,2%,-2%,4%,3%,-4,-2%,1%,-6%,-1%,-2%
CC(C)(C)NC(=O)CN(C(=O)C1(C)CC(=O)N=C2C=CC=CN21)C1CCCC1 (stereo not drawn),7%,27%,-3%,0%,-1%,-1,16%,6%,-3%,0%,2%
